STK33 kinase inh – blocks human STK33 kinase activity; Q9BYT3; purified STK33, MBP phosphorylation, ADP-Glo luminescence; inhibition, % at 10 µM; actives 0.073% (n = 320,000);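 active = inhibition at or above 25%, using the most active replicate where run in duplicate; inactive = inhibition below 25%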
Target sequence (Q9BYT3 whole entry, looked up): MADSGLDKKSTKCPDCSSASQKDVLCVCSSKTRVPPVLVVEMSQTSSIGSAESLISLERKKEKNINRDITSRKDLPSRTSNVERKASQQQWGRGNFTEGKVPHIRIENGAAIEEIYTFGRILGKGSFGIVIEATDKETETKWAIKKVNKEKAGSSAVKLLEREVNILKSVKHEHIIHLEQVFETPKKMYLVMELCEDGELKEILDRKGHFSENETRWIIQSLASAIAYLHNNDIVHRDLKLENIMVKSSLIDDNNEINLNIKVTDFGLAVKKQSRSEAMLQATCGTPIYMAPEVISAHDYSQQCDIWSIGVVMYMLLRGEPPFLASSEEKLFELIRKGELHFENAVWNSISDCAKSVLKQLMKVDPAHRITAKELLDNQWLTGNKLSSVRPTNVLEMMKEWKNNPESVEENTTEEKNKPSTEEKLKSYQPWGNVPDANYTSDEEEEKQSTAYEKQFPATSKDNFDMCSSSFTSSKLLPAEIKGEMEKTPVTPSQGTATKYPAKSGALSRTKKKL
KCNQ2 block – KCNQ2 channel blockers in CHO-K1 cells – cell-based, FluxOR thallium flux, B-score, primary screen (AID 2156); O88943; 20 min; stronger effect = lower value; B-score at 10 µM; actives 1.1% (n = 310,000);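 active = fluorescence ratio B-score at most minus 3 library SDs, with starting brightness B-score within 2 library SDs, cut at about -5.5 in these data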
Kir21 inh – blocks the mouse Kir2.1 inward-rectifier potassium channel. HEK293-Kir2.1, FluxOR thallium flux fluorescence; stronger effect = lower value. actives 0.85% (n = 310,000). AID 1672. B-score at 10 µM;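 active = fluorescence ratio B-score at or below minus 3 SD of library scores, with starting-brightness B-score within 2 SD, cut at about -4.2 in these data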;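 note: channel flux triggered by added potassium and thallium sulfate stimulus; B-score of peak minus minimum fluorescence over baseline after thallium stimulus; more negative B-score means stronger Kir2.1 block with less thallium influx; some compounds called inactive have numbers as strong as hits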
Target sequence (P35561 whole entry, looked up): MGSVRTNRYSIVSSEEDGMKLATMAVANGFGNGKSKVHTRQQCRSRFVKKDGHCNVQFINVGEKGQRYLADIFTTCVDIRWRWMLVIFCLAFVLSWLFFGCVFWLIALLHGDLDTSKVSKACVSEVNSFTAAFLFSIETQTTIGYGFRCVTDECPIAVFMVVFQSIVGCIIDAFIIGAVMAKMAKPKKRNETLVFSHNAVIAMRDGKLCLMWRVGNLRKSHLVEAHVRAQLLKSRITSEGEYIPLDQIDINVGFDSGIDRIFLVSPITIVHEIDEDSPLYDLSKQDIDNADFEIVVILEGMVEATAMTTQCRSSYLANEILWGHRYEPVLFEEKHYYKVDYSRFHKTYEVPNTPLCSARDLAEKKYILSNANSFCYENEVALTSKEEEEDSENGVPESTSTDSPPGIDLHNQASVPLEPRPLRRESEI
The depositor's hits bear a star; i = inactive; nt = no result given.

canonical_smiles	STK33 kinase inh	KCNQ2 block	Kir21 inh
COc1ccc(/C=N/NC(=O)c2cc(C34CC5CC(CC(C5)C3)C4)[nH]n2)cc1O	-0.4	i	-0.25
CCN(CC)C(=O)c1cn(-c2ccccc2)nc1-c1ccc2c(c1)OCCO2	0.6	i	-2.06
COC(=O)c1[nH]c2ccc(C)cc2c1NC(=O)NC1CCCCC1	-1.1	i	0.99
COc1ccc(C)cc1NC(=O)c1ccc2c(c1)OCO2	0.2	i	-0.1
Cc1noc(C)c1S(=O)(=O)N1CCCC1C(=O)O (stereo not given)	-0.4	i	1.37
COc1ccc(C2(C(N)=O)CCCCC2)cc1OC	0.2	i	-0.56
COc1ccc(C(=O)NC2(C(F)(F)F)NC(=O)N(CCCc3ccccc3)C2=O)c(OC)c1OC (stereo not given)	-0.5	i	-1.34
O=C(c1ccc(COc2ccccc2Br)cc1)N1CCCCC1	1.5	i	-0.91
O=c1cc(O)c2sc3nc(-c4cccnc4)cc(C(F)(F)F)c3c2[nH]1	4.7	i	0
CC(C)CC1CC(C)(c2csc(NNC(=O)c3ccccc3)n2)OC1=O (stereo not given)	-2.7	i	-2.49

Complete entries, looked up by structure:
`CC(C)CC1CC(C)(c2csc(NNC(=O)c3ccccc3)n2)OC1=O` (stereo not given) across the screens: STK33 kinase inh = -2.7; KCNQ2 block = i; Kir21 inh = -2.49
`CCN(CC)C(=O)c1cn(-c2ccccc2)nc1-c1ccc2c(c1)OCCO2` across the screens: STK33 kinase inh = 0.6; KCNQ2 block = i; Kir21 inh = -2.06

Following part
canonical_smiles	STK33 kinase inh	KCNQ2 block	Kir21 inh
CN(c1ccccc1)S(=O)(=O)c1ccc(C(=O)NCCc2ccccc2)cc1	-0.4	i	-1.62
NC(CC(=O)O)c1ccc(F)cc1 (stereo not given)	-4.3	i	1.62
Cc1cc(C)c2c(n1)nn1c(NCCN3CCOCC3)cc(C)nc21	-0.4	i	3.02
Cc1cc(Nc2cnc3ccccc3n2)n(-c2ccccc2)n1	-0.4	i	-1.25
COc1ccc(Cn2cc(F)c(=O)n(C)c2=O)cc1[N+](=O)[O-]	0.1	i	0.02
COc1cc(/C=C/C(=O)OCC(=O)NC(=O)NC(C)C)cc(S(=O)(=O)N2CCc3ccccc32)c1OC	-0.7	i	-1.14
Cn1nccc1C(=O)NC1CCCc2c1cnn2-c1ccc(F)cc1F (stereo not given)	-0.5	i	0.71
Cc1ccc(-c2csc3ncn(-n4c(C)ccc4C)c(=O)c23)o1	-0.6	-6.64*	-0.86
O=C1CC(N2CCN(Cc3ccccc3)CC2)C(=O)N1c1ccccc1 (stereo not given)	-0.7	i	-0.68
Cc1ccc(C2Cc3cc(O)c(O)cc3CN2)cc1 (stereo not given)	-1.0	i	-7.5*
COc1ccccc1-c1nc(C#N)c(N2CC(C)CC(C)C2)o1 (stereo not given)	-1.6	i	0.49
CN(NC(=O)c1ccc(Cl)cc1Cl)C1=NS(=O)(=O)c2ccccc21	-2.7	i	-0.36
COc1cccc(-c2cc(C(=O)Nc3cc(C)n(Cc4ccc(Cl)cc4)n3)no2)c1	-1.8	i	1.57
COc1cccc2cc(C(C)OC(=O)Nc3ccc(C)cc3)oc12 (stereo not given)	-0.4	i	-1.63
Cc1[nH]c(C)c(S(=O)(=O)Nc2ccc(OC(F)(F)F)cc2)c1C(=O)N1CCCCC1	-0.5	i	-1.18
Cc1cccn2c(=O)c3cc(C(=O)NCc4ccc(F)cc4)c(=N)n(CC4CCCO4)c3nc12 (stereo not given)	-0.3	i	-0.11
Cc1cccc2cc(C#N)c(N3CCCC3)nc12	0.9	i	1.06
CCn1c(SC)nnc1-c1nnc(SC)n1CC	0.4	i	0.61
Cc1sc2c(=O)n3c(nc2c1C(=O)NCCCN1CCOCC1)CCCCC3	1.1	i	-0.26
CCCCn1c(SCC(=O)Nc2cccc(C)n2)nnc1-c1ccco1	0.6	i	-0.79
CC(Oc1ccccc1)C(=O)N1CCN(c2ccc(N3CCCCC3)nn2)CC1 (stereo not given)	nt	i	-0.67
O=C(O)c1ccccc1C(=O)Nc1ccc(Oc2cccc3ccccc23)cc1	nt	i	2.08
CCCCc1ccc(NC(=S)N2CCCC(CO)C2)cc1 (stereo not given)	-0.3	i	0.01
COc1cc(NC(=O)CN2C(=O)NC(C)(CCC(C)C)C2=O)cc(OC)c1 (stereo not given)	0.1	i	-0.04
O=c1c2ccccc2[nH]c(=S)n1CCC1=CCCCC1	-1.4	i	-0.69
CNC(=O)Nc1ccccc1C(=O)Nc1ccccc1	0.8	i	-1.23
O=C(Nc1ccc(Nc2ccccc2)cc1)c1ccc(Br)cc1	-0.3	i	1.18
COc1cc(/C=N/NC(=O)c2cccc(C)c2)ccc1OCC(=O)Nc1ccccc1	-1.7	i	-0.7
COc1cc(C2/C(=C(\O)c3ccc4c(c3)OCCO4)C(=O)C(=O)N2CCN2CCOCC2)cc(OC)c1OC (stereo not given)	1.2	i	-0.35
COc1ccc(CCN(C)C2CC(=O)N(c3ccccc3)C2=O)cc1OC (stereo not given)	-0.6	i	-0.13

Additional records follow:
Each structure is followed by: STK33 kinase inh, KCNQ2 block, Kir21 inh
> CC1CCCC(NC(=O)C2CC(=O)N(Cc3ccccc3)C2)C1C (stereo not given)
 : -0.2, i, 0.2
> O=C(O)CCSc1nnc(COc2cccc3ccccc23)n1-c1cccc(Cl)c1
 : -1.0, i, 1.57
> O=C(C1CCC(CNS(=O)(=O)c2cccc3nsnc23)CC1)N1CCN(c2ccccn2)CC1 (stereo not given)
 : -1.2, i, 0.66
> CCOc1ccc(NC(=O)CN2C(=O)CSC2=O)cc1
 : -2.2, i, -0.07
> CSc1nc2ccc(NS(=O)(=O)c3c(Cl)cccc3Cl)cc2s1
 : -1.1, i, 0.06
> O=C(Nc1ccc(F)cc1)Nc1ccccc1N1CCCCC1
 : -0.5, i, 0.19
> Cc1nc2ncnn2c(C)c1CCC(=O)N1CCN(C(=O)c2ccco2)CC1
 : 2.7, i, 2.96
> CC1CCc2c(sc3nc(CN4CCOCC4)nc(N4CCc5ccccc5C4)c23)C1 (stereo not given)
 : -0.1, i, -0.17
> Cc1ccc(C2(C)NC(=O)N(CC(=O)NCc3cccs3)C2=O)cc1 (stereo not given)
 : 1.1, i, 4.25
> CCN(CC)S(=O)(=O)c1ccc(/C=C/C(=O)O)cc1
 : -1.9, i, 0.36
> O=C(Cc1c(Cl)cccc1Cl)NC1=NCCS1
 : 6.5, i, -0.19
> Oc1ccc(N2CCN(c3ncnc4sc(-c5ccccc5)cc34)CC2)cc1
 : nt, i, 0.41
> CCOc1ccc(CCNC(=O)COC(=O)c2cccnc2OCC)cc1OCC
 : -0.1, i, -2.74
> Cc1ccc(/C=C(\C#N)C(=O)NCCN2CCOCC2)cc1
 : 0.1, i, 0.01
> COC(=O)C1=C(O)/C(=C/c2cccc(OC)c2O)N=C1C
 : 3.4, i, 0.86
> CSc1nnc(C)c(=O)n1COC(=O)/C=C/c1ccccc1
 : -3.9, i, 1.2
> COC(=O)CSc1nc(N)c2c3c(sc2n1)C(c1ccccc1)SC(c1ccccc1)C3 (stereo not given)
 : -1.9, i, 0.09
> O=C(CCCOc1ccccc1)Nc1ccc(S(=O)(=O)N2CCOCC2)cc1
 : 0.7, i, -2.8
> CCOc1ccc(C2=NNC(c3cccs3)=Nc3ccc(OCC)cc32)cc1
 : -0.8, i, -1.5
> C/C(CC(=O)Nc1ccc(N(C)C)cc1)=N\NC(=O)c1cnccn1
 : -2.7, i, 1.37
> COc1ccc(CCC(=O)Nc2nc(C)c(C(=O)N(C)C)s2)cc1
 : -1.7, i, 1.16
> O=C(O)c1ccccc1CSc1nnnn1-c1ccccc1
 : -1.5, i, 0.25
> COc1ccc(NCc2nnc(SCC(=O)NCc3ccco3)n2-c2ccccc2OC)cc1
 : 0.0, i, 1.57
> O=C(Nc1ccc(N2CCCCC2)cc1)C(Cl)c1ccccc1 (stereo not given)
 : 3.4, i, 0.87
> C#CCCCCCCC#CCN(C)C
 : -0.1, i, -2.17
> CC1Cc2ccccc2N1C(=O)COC(=O)CNC(=O)c1ccc(Br)o1 (stereo not given)
 : -0.4, i, -0.07
> CC(=O)Nc1ccc2nsnc2c1
 : -1.2, i, -0.83
> O=C(NNc1cccc(Cl)n1)Nc1ccccc1F
 : -0.9, i, -0.39
> CC(C)CN(C(=O)CSc1nc(-c2ccccc2)cn1N)c1c(N)n(Cc2ccccc2)c(=O)[nH]c1=O
 : nt, i, 0.38
> O=S(=O)(NCCc1csc(-c2cccnc2)n1)c1cccs1
 : 1.1, i, 0.35
> COc1cccc(C(=O)NNC(=O)CCc2ccccc2)c1
 : 0.4, i, -0.19
> CC(=O)c1ccc(NC(=O)NC2CCCc3ccccc32)cc1 (stereo not given)
 : -1.0, i, -2.52
> Cc1ccc2c(-c3ccc([N+](=O)[O-])cc3)cc(=O)[nH]c2c1
 : -0.6, i, 2.98
> CC1(C)CC(=O)C=C(Nc2ccc3c(c2)OCCO3)C1
 : -1.2, i, -1.06
> COc1cccc(/C=C2\SC(=O)N(CCC(=O)N3CCCCC3CCO)C2=O)c1 (stereo not given)
 : -1.1, i, -0.2
> Cc1cc2nc3c(nc2cc1C)C1(C(=O)N(C)C)CCC3(C)C1(C)C (stereo not given)
 : 0.4, i, -1.16
> CC(C)(C)c1ccc(OCCOCCn2cnc3ccccc3c2=O)cc1
 : -1.4, i, -0.42
> Cc1cccc(N=C2NN=C(c3ccc4c(c3)OCCO4)CS2)c1
 : -1.1, i, 0.32
> CC(C(=O)O)c1ccc(-c2ccccc2)c(F)c1 (stereo not given)
 : 1.1, i, 0.57
> Cc1cccc(Nc2nnc(SCC(=O)NCc3cccs3)s2)c1
 : 9.3, i, 0.65
> Cc1onc(-c2ccccc2)c1C(=O)N/N=C/c1cc2c(cc1Br)OCO2
 : 1.1, i, 0.66
> O=Cc1ccc(OCCN2CCCC2=O)cc1
 : 0.2, i, -0.14
> O=C(NCC1CCCO1)C1CCN(C2CCN(CCCC3CCCC3)CC2)CC1 (stereo not given)
 : 0.2, i, 0.08
> COc1ccc(CC(=O)NCC2(N3CCCCC3)CCCCC2)cc1
 : -1.2, i, -0.69
> O=C(COc1ccc(Cl)cc1)NCCSCc1cccc(Cl)c1
 : -0.8, -7.45*, -1.65
> Cc1nc(NC(=O)/C=C/c2ccccc2)sc1C(=O)Nc1cccc(Cl)c1
 : -1.0, i, -1.23
> Cc1cc(OCC(=O)Nc2ccc(N3CCCC3)cc2)cc(C)c1Cl
 : -1.8, i, -0.02
> O=C(CCN1C(=O)c2cccc([N+](=O)[O-])c2C1=O)Nc1nccs1
 : -1.3, i, -0.59
> COc1cc2c(cc1OC)-c1cc(Nc3ccc(F)cc3)nc(=O)n1CC2
 : 0.8, i, -1.09
> Cc1cc(C(=O)NCc2ccco2)on1
 : 0.3, i, -0.01

Following part.
Each structure is followed by: STK33 kinase inh, KCNQ2 block, Kir21 inh
> CCOc1ccc(NC(=O)Nc2ccon2)cc1
 : 2.1, i, 1.19
> Cc1ccc(C)c(C(=O)CSc2nnc(C)s2)c1
 : 1.5, i, 0.81
> CCOc1ccccc1CNCCN1CCOCC1
 : -0.2, i, 1.52
> CCOC(=O)c1cc(C#N)c(Oc2cccc(C(F)(F)F)c2)nc1-c1ccccc1
 : -0.7, i, 1
> Cc1ccc(SCC(=O)OCC(=O)N(C)CC(=O)Nc2ccccc2Cl)cc1
 : -0.8, i, -1.05
> COc1ccc(NC2(c3ccc(Cl)cc3)C(=O)c3ccccc3C2=O)cc1
 : 0.6, i, -1.05
> CCN(CC(=O)NCc1ccco1)S(=O)(=O)c1ccc(OC)cc1
 : -0.4, i, 0.69
> O=C(NC1CCCC1)c1cc(-c2ccc(Cl)cc2Cl)on1
 : 0.2, i, -0.44
> Cc1ccc(CNC(=O)CN2C(=O)COc3ccc(S(=O)(=O)N4CCCCC4)cc32)o1
 : -0.8, i, -0.02
> CCOC(=O)N1CCN(CCC(=O)Nc2ccc(Br)c(C)c2)CC1
 : -0.2, i, 1.24

Gathered by group, the compounds so far with bromine (five)
Each structure is followed by: STK33 kinase inh, KCNQ2 block, Kir21 inh
> O=C(c1ccc(COc2ccccc2Br)cc1)N1CCCCC1
 : 1.5, i, -0.91
> O=C(Nc1ccc(Nc2ccccc2)cc1)c1ccc(Br)cc1
 : -0.3, i, 1.18
> CC1Cc2ccccc2N1C(=O)COC(=O)CNC(=O)c1ccc(Br)o1 (stereo not given)
 : -0.4, i, -0.07
> Cc1onc(-c2ccccc2)c1C(=O)N/N=C/c1cc2c(cc1Br)OCO2
 : 1.1, i, 0.66
> CCOC(=O)N1CCN(CCC(=O)Nc2ccc(Br)c(C)c2)CC1
 : -0.2, i, 1.24

Further records
Each structure is followed by: STK33 kinase inh, KCNQ2 block, Kir21 inh
> COc1ccc(C=C2C(=O)OC(C)(C)OC2=O)cc1OC
 : 8.9, i, 0.74
> O=C(O)c1cccc(N/N=C/C2=C(Cl)c3cc(Cl)ccc3SC2)c1
 : nt, i, -2.04
> Cc1nnc(N2C(=O)c3cccc4c([N+](=O)[O-])ccc(c34)C2=O)s1
 : 0.4, i, 0.46
> O=C(OCC(=O)N1CCCC1=O)c1ccc(F)c(S(=O)(=O)N2CCOCC2)c1
 : -1.4, i, 1.31
> Cc1nnc(NC(=O)C2COc3ccccc3O2)s1 (stereo not given)
 : -0.2, i, 0.15
> O=C1CC(N2CCSCC2)C(=O)N1CCc1ccccc1 (stereo not given)
 : -0.6, i, 0.47
> CCOc1cc(/C=C2/NC(=S)NC2=O)ccc1OCc1ccc([N+](=O)[O-])cc1
 : 8.1, i, 0.77
> Cn1c(Cc2ccccc2)n[nH]c1=S
 : 0.3, i, 0.7
> Cc1ccc2[nH]c3c(c2c1)CN(C)CC3
 : 0.3, i, -0.11
> CCS(=O)(=O)N1CCCC(C(=O)NCc2ccc(C)cc2)C1 (stereo not given)
 : -2.2, i, -1.68

Source: PubChem BioAssay
